Screens deposited in PubChem BioAssay by National Center for Advancing Translational Sciences (NCATS).
ERG-DNA inh – ERG Ets/DNA interaction inhibition; 370,000 tested, 0.028% active; P11308; Potency, µM (doses to about 76.9 µM), inactives show at the top dose FP activity, negative = inhibition, usual class: inhibitors; fluorescence polarization, His-ERG Ets domain / labelled DNA; AID 624246; active = well fitted inhibition curve with a large enough effect in the polarisation, with a control signal flat; inconclusive = small, poorly fitted or top-dose-only effect, or effect the other way, or a change in a side signal; inactive = no such curve, though single readings can be large or run the other way; the % refers to the polarisation;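 note: polarization taken with two DNA probes labelled with fluorescein and Texas red; potency is the fitted concentration of half-maximal effect; % of control where 0% means no effect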
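His-tagged ERG Ets domain (1 uM in the protein solution; 300mM KCl, 50mM Tris-HCl, 1mM EDTA, 1mM DTT, pH 7.5) received compound, then a probe mix of 5 nM fluorescein-DNA and 100nM Texas-615-DNA. Fluorescence polarization was read for both dyes.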
Vif-APOBEC3F blk – inhibitors of Vif-A3F interaction; HeLa A3F-eYFP + Vif (tagged APOBEC3F with the HIV-1 protein that degrades it), YFP fluorescence increase; Potency, µM (highest dose often 46.1 µM), for inactives: at the top dose activity, negative = active; 390,000 tested, 0.2% active; AID 602313; note: potency is the fitted concentration of half-maximal effect; % of control where 0% means no effect; nearly all actives have a fitted effect of over 65% in size
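HeLa cells stably expressing A3F-eYFP plus Vif, plated and incubated overnight at 37 deg C, then exposed to compounds overnight at 37 deg C. Blocked degradation read as raised yellow fluorescence (Ex 488/Em 500-530).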
RGS4 inhibitor – human RGS4 inhibition. Potency, µM (doses to about 114 µM), for the others: at the top dose activity change, negative = inhibition, actives largely listed as inhibitors. Transcreener GDP fluorescence polarization, RGS4-accelerated GTP hydrolysis. P49798. 390,000 tested, 0.039% active. AID 504845; note: potency is the fitted concentration of half-maximal effect; % is set by controls: 0 for no effect and ±100 for the full control effect; nearly all actives have a fitted effect of over 75% in size; some results filed as inactive show a strong effect at the top dose
Target sequence (P49798 whole entry, looked up): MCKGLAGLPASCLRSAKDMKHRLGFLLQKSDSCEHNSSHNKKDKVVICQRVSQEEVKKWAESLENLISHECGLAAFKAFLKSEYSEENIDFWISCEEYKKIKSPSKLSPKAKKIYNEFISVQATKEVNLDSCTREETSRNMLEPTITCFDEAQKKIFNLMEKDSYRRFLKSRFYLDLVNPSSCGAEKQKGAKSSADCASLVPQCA
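MLSMR compounds (23 nl, pin-transferred) preincubated 10 min at room temperature with a 500nM (2x) first reagent, then RGS4 at 900nM (2x) plus Transcreener GDP mix added; fluorescence polarization (620/688 nm) read before and after 90 min at 30 °C.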
12-LOX inh – blocks human arachidonate 12S-lipoxygenase | purified 12hLO, xylenol orange hydroperoxide absorbance | 580,000 tested, 1.1% active | Potency, µM (series often up to 108 µM), inactives show top-dose activity change, negative = inhibition, hits mostly inhibitors; note: potency is the fitted concentration of half-maximal effect; % is set by controls: 0 for no effect and ±100 for the full control effect
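Purified human 12hLO at 150 nM in 25 mM Hepes, 0.01% Triton X-100, pH 7.0, preincubated 15 min at room temperature with compound. Reaction started with 40 uM arachidonic acid, 30 min at room temperature. Hydroperoxide measured by Fe-xylenol orange, 573/405 nm absorbance ratio.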
Vif-APOBEC3G blk – inhibitors of Vif-APOBEC3G interaction | 410,000 tested, 0.076% active | HeLa A3G-eYFP + Vif (tagged APOBEC3G with the HIV-1 protein that degrades it), YFP fluorescence, overnight | AID 602310 | Potency, µM (titrated, usually from 46.1 µM), inactives show top-dose activity, negative = active, actives largely listed as inhibitors;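 note: potency is the fitted concentration of half-maximal effect; % is set by controls: 0 for no effect and ±100 for the full control effect; nearly all actives have a fitted effect of over 60% in size; hits raise eYFP signal because A3G escapes Vif-driven loss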
Target sequence (Q9HC16 whole entry, looked up): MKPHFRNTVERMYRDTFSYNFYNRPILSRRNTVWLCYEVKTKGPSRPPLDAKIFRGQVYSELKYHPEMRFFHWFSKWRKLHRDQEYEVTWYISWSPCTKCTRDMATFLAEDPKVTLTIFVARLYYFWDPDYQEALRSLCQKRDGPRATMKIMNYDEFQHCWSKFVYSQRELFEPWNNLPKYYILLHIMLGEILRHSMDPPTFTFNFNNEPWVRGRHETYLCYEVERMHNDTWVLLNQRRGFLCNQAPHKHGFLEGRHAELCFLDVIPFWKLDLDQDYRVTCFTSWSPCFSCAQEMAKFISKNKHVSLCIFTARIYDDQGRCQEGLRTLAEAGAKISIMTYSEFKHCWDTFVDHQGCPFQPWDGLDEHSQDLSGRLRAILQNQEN
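Read-out is eYFP fluorescence (Ex 488/Em 500-530) from Vif-expressing HeLa A3G-eYFP cells; more signal means A3G escaped Vif-mediated degradation. Cells plated overnight, compound pinned in, incubated overnight at 37 deg C.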
LDHA block – blocks human lactate dehydrogenase A; activity change, % (values are at about 110 or 230 µM); 480,000 tested, 0.15% active; purified LDHA, NADH/diaphorase-resazurin fluorescence; active compounds read low; P00338; in the data active = activity change below about -30%; inconclusive = mostly about -25% to -30%;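 note: plate controls were DMSO wells for no effect and wells without enzyme for full effect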
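Enzyme activity of human lactate dehydrogenase 5 (2 nM; 0.06 mM NADH, 0.2 mM pyruvate, 5 min, RT) is measured via a resazurin/diaphorase fluorescence readout of residual NADH.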
D2 antag – antagonists of human D2 dopamine receptor; P14416; HEK293 TREx D2 cells, calcium flux, dopamine EC80; inhibition, % at 10 µM; 340,000 tested, 2% active; in the data active = inhibition above about 30%; note: 0% is about no effect
Target sequence (P14416 whole entry, looked up): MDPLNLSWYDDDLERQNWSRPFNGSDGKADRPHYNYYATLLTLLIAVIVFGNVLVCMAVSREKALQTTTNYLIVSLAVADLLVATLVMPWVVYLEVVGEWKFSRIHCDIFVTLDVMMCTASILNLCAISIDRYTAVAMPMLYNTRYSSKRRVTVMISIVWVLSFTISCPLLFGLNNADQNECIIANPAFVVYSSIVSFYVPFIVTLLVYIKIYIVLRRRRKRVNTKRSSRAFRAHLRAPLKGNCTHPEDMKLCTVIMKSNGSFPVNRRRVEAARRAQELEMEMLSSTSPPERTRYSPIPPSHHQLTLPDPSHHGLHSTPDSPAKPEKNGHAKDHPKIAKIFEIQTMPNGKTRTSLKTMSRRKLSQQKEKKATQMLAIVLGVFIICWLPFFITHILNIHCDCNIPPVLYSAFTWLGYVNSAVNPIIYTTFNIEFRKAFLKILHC
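Antagonism is scored as inhibition of an EC80 dopamine-evoked calcium signal in a force-coupled, tetracycline-inducible HEK293 T-REx D2 line, with compound present 180 s before agonist.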
GRP78 ERSR act – induces the endoplasmic reticulum stress response in human glioma cells; U87-MG GRP78 promoter luciferase reporter, 16 h; 420,000 tested, 0.02% active; AID 602332; Potency, µM, inactives show at the top dose activation, most hits filed as activators; note: potency is the fitted concentration of half-maximal effect; series mostly up to about 76 µM; % of control where 0% means no effect; nearly all actives have a fitted effect of over 35% in size
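ERSR induction read as luciferase luminescence (Bright-Glo, 10 min at room temperature) in stably transfected human U87-MG glioma cells exposed to compounds for 16 h, using GRP78 as sensor.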
D2 ag – activates the human D2 dopamine receptor; HEK293 T-REx D2 cells, calcium flux agonist mode; activation, % at 2 µM; 340,000 tested, 0.53% active; AID 485358;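 active = activation over 3 SD above normal in the single-dose calcium agonist read, cut at about 30% in these data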; note: 0% is about no effect
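HEK293 Trex D2 cells, tetracycline-induced, o/n 30 C 5% CO2; no-wash Ca dye, RT 30–90 min; 10-cycle baseline, 23 nl cpd added, kinetic Ca read 180 s; agonist hits = positive Ca response.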
Active calls of the source: *; ? = inconclusive; . = not tested or not shown; & = joins results of further samples; [ ] = another dose, or the depositor's remark. Unless noted, calls come from the whole dose curve; as a rule, active = well fitted curve in the direction sought with a large enough effect; inconclusive = small, poorly fitted or top-dose-only effect, or another doubt; inactive = no such curve, though single readings can be large; an effect the other way counts as inactive or inconclusive.

SMILES	ERG-DNA inh	Vif-APOBEC3F blk	RGS4 inhibitor	12-LOX inh	Vif-APOBEC3G blk	LDHA block	D2 antag	GRP78 ERSR act	D2 ag
Cc1ccc(NS(=O)(=O)c2cccs2)c(C)c1	3%	-7%	-11%	-11%	2%	-4	-3	-2%	-1.6
COc1cc(/C=C/C(=O)NCCn2c(C)cc3ccccc32)cc(OC)c1OC	0%	0%	6%	-3%	-6%	-2	3	-1%	-0.2
CC(C)(C)c1cc(-c2ccccc2)no1	3%	-2%	-7%	0%	1%	-4	-5	-3%	1.2
Cc1cc(N(CC(=O)O)S(C)(=O)=O)ccc1Br	-5%	1%	21%	163%[activator]	0%	-5	8	0%	0.7
O=C(Cc1ccc2c(c1)OCCO2)N1CCN(S(=O)(=O)c2ccccc2C(F)(F)F)CC1	-1%	6%	-5%	-3%	-4%	-2	5	-3%	-0.2
Cc1cc(Br)cc(Cl)c1OCC(=O)NC(=O)NCc1ccccc1	5%	3%	12%[11.4 µM]	-5%	1%	-2	10	0%	1.0
CC1(C(=O)NC2CCCCCCC2)CCC(=O)N1Cc1cccnc1 (stereo not drawn)	-1%	-6%	-18%	23%	3%	-4	-3	-4%	0.8
CN1c2ccccc2N(C)C1(C)c1cccc2ccccc12	13%	-16%	?	35µM*	-4%	27	13	5%	-0.2
Cc1ccccc1N1CC(C(=O)Nc2ccc(S(=O)(=O)NCC3CCCO3)cc2)CC1=O (stereo not drawn)	20%	15%	-38%	-31%	0%	-4	-10	-3%	-0.5
N#CC1(NC(=O)COc2ccccc2[N+](=O)[O-])CCCCC1	-4%	7%	1%	?	-1%	-10	23	0%	0.4
Cn1c(=O)[nH]c(=O)c2c1nc(SCCO)n2CCCc1ccccc1	-6%	7%	-32%	-2%&-8%	6%	-5&2	-1	-4%	0.2
CCC(=O)N1CCCc2ccccc21	41%[activator]	3%	4%	260%[activator]	1%	-16	-3	-3%	0.5

Sorted by value in LDHA block (highest first): three from the list above
structure	ERG-DNA inh	Vif-APOBEC3F blk	RGS4 inhibitor	12-LOX inh	Vif-APOBEC3G blk	LDHA block	D2 antag	GRP78 ERSR act
O=C(Cc1ccc2c(c1)OCCO2)N1CCN(S(=O)(=O)c2ccccc2C(F)(F)F)CC1	-1%	6%	-5%	-3%	-4%	-2	5	-3%
Cc1ccc(NS(=O)(=O)c2cccs2)c(C)c1	3%	-7%	-11%	-11%	2%	-4	-3	-2%
CCC(=O)N1CCCc2ccccc21	41%[activator]	3%	4%	260%[activator]	1%	-16	-3	-3%

Individual results from the entries so far:
For GRP78 ERSR act, CC(C)(C)c1cc(-c2ccccc2)no1 has the entry -3%
For 12-LOX inh, Cc1cc(N(CC(=O)O)S(C)(=O)=O)ccc1Br has the entry 163%[activator]
For LDHA block, O=C(Cc1ccc2c(c1)OCCO2)N1CCN(S(=O)(=O)c2ccccc2C(F)(F)F)CC1 has the entry -2
For RGS4 inhibitor, Cn1c(=O)[nH]c(=O)c2c1nc(SCCO)n2CCCc1ccccc1 has the entry -32%
For D2 ag, COc1cc(/C=C/C(=O)NCCn2c(C)cc3ccccc32)cc(OC)c1OC has the entry -0.2

(listing goes on)
SMILES	ERG-DNA inh	Vif-APOBEC3F blk	RGS4 inhibitor	12-LOX inh	Vif-APOBEC3G blk	LDHA block	D2 antag	GRP78 ERSR act	D2 ag
COC(=O)COc1ccc(-c2ccc(F)cc2)cc1C=O	0%	-6%	-12%	-17%	-3%	-13	1	5%	-0.4
CCn1ccc2c(OCC(=O)Nc3ccc(C(C)=O)cc3)cccc2c1=O	?	0%	-15%	-21%	-2%	-8	.	0%	0.0
Nc1nc(=S)c2[nH]cnc2[nH]1	?	-1%	?	?	-34%	-8	-8	-3%&-4%	0.9
COc1ccc(CCN2C(=O)CN(Cc3ccccc3)CC2=O)cc1OC	-1%	-7%	0%	0%	-3%	-7	-15	-5%	0.8
N#Cc1ccsc1NC(=O)c1ccc(Cl)c([N+](=O)[O-])c1	-3%	-12%	-44%	-20%	4%	-4	11	2%	19
COc1ccccc1N(CC(=O)N1CCc2ccccc2C1)S(C)(=O)=O	9%	5%	10%	-23%	1%	-8	.	-2%	.
C=CCn1c(SCc2ccccc2C#N)nnc1-c1ccccc1O	2%	-22%	-7%	-10%	-2%	0	-22	-2%	-0.8
CC12CCC(C/C1=N/NC(=O)COc1ccccc1Cl)C2(C)C (stereo not drawn)	6%	-1%	-4%	-2%	0%	1	15	-5%	-0.8
CC(C)(C)OC(=O)N1CCC[C@H]1C(=O)NCc1ccc(Cl)cc1Cl	-3%	?	?	-3%	-3%	0	-17	-5%	-0.1
COCCn1c(SCC(=O)NCCc2ccc(OC)c(OC)c2)nc2c([nH]c3ccccc32)c1=O	-3%	-4%	14%	-3%	-1%	-2	-6	-2%	-1.7
O=C(NCCC(=O)N1CCN(S(=O)(=O)c2ccccc2F)CC1)Nc1ccccc1	-16%	-29%	-45%	128%[activator]	-2%	-5	0	-2%	0.3
CCC1CCCCN1C(=O)c1c[nH]c2ccc(S(=O)(=O)Nc3cccc(OC)c3)cc2c1=O (stereo not drawn)	-5%	1%	18%	?	-1%	-1	.	-3%	0.0

Entries of single compounds as entered above. Order of screens: ERG-DNA inh, Vif-APOBEC3F blk, RGS4 inhibitor, 12-LOX inh, Vif-APOBEC3G blk, LDHA block, D2 antag, GRP78 ERSR act, D2 ag
CCC(=O)N1CCCc2ccccc21 across the screens: 41%[activator], 3%, 4%, 260%[activator], 1%, -16, -3, -3%, 0.5
N#CC1(NC(=O)COc2ccccc2[N+](=O)[O-])CCCCC1 across the screens: -4%, 7%, 1%, ?, -1%, -10, 23, 0%, 0.4
Cc1cc(Br)cc(Cl)c1OCC(=O)NC(=O)NCc1ccccc1 across the screens: 5%, 3%, 12%[11.4 µM], -5%, 1%, -2, 10, 0%, 1.0

Other results.
SMILES	ERG-DNA inh	Vif-APOBEC3F blk	RGS4 inhibitor	12-LOX inh	Vif-APOBEC3G blk	LDHA block	D2 antag	GRP78 ERSR act	D2 ag
O=C(Nc1ccccc1)NC1CCCCNC1=O (stereo not drawn)	9%	0%	-33%	7%	2%	0	-7	0%	2.3
Cn1c(CCNC(=O)c2ccc(F)cc2)nc2ccccc21	-14%	-1%	-11%	?	-1%	2	-23	-4%	-0.8
Cc1cc(=O)oc2c3c(cc(OCC(=O)NCc4ccco4)c12)OC(C)(C)CC3	-5%	5%	-2%	1%	-1%	-1	14	-1%	-1.5
Cc1cc(C)c[n+](-c2[nH]c(=O)sc2/C=N/N=C(\N)[S-])c1	9%	0%	-25%	-7%	0%	-6	1	-2%	0.0
COc1ccc(NC(=O)c2ccc(NC3CC(=O)N(c4ccc(C)cc4C)C3=O)cc2)cc1 (stereo not drawn)	-7%	6%	10%	?	-7%	-10	-9	-5%	-0.1
COc1ccc(/C=C(\C#N)C(=O)Nc2cc(S(=O)(=O)N3CCOCC3)ccc2N2CCCC2)cc1	2%	9%	?	?	-12%	2	11	-2%	-0.3
COc1ccc(Br)cc1C(=O)Nc1ccccc1-c1ccccc1	3%	-3%	-9%	-22%	-1%	-5	-8	2%	-0.4
O=C(CN1CCCCCC1)NCCc1ccc(F)cc1	.	1%	11%	?	0%	-14	-4	-1%	-0.2
CCOC(CNC(=O)Cc1c(C)nc2c(-c3ccccc3)c(C)nn2c1C)OCC	5%	1%	-1%	-8%&-4%	0%	4&-7	1	-5%	-1.4
CCCCN(CCCC)S(=O)(=O)c1ccc(NC(=O)c2ccc([N+](=O)[O-])cc2Cl)cc1	-8%	-1%	-17%	0%	1%	-1	3	-4%	0.8
COc1ccc(-c2cnc(C)o2)cc1S(=O)(=O)Nc1ccc(C)c(N(C)C)c1	0%	2%	0%	-17%	5%	7	.	-2%	0.2
O=C(CC1C(=O)OCCN1Cc1ccccc1)Nc1cccc(C(F)(F)F)c1 (stereo not drawn)	0%	2%	21%	-26%	-3%	2	.	2%	-0.4
Cc1cc2nnc(SCC(=O)N3CCCCC3)n2c(N)n1	-5%	10%	10%	-9%	3%	-3	2	-7%	0.1
Cc1ccccc1C(=O)NC1CCN(Cc2nnnn2Cc2ccc(F)cc2)CC1	2%	1%	-6%	0%	-8%	-6	-1	-5%	0.8
Cn1c(SCC(=O)Nc2ccc(NC(=O)c3cccc(F)c3)cc2)nnc1-c1ccncc1	11%	-11%	-11%	-21%	0%	-10	.	-3%	.

These rows are one share of the data; count on the stated rates, not on these rows.
